PHOSPHO1 block = PubChem AID 1565. Phosphoethanolamine/phosphocholine phosphatase (Homo sapiens), Q8TCT1. recombinant PHOSPHO1, absorbance phosphatase assay. inhibition, % at 13.3 µM. 290,000 compounds, 1.1% hits; in the data active means inhibition above about 60%
Target sequence (Q8TCT1 whole entry, looked up): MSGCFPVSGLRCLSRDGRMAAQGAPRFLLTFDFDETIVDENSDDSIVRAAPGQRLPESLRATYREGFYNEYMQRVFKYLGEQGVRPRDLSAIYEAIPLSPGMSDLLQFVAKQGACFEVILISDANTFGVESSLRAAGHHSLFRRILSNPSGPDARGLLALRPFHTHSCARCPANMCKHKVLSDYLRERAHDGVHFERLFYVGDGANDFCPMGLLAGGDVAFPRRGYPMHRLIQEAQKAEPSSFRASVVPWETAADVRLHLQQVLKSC
pCIP destab = p/CIP-EGFP fusion destabilizers, primary screen, fluorescence, F442A cells; Q05BA5; decrease of EGFP signal, % at 10 µM; 16 h; 290,000 compounds, 0.01% hits;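 active means EGFP signal decrease of at least 30% at 10 µM or well 3 SD below plate mean, unless failing retest; inactive means the rest, including hits failing retest or dose response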; further: some compounds called inactive have numbers as strong as hits; many of its hits are not listed in these tables
VIM-2 inh = VIM-2 metallo-beta-lactamase inhibitors, primary screen, biochemical, epi-absorbance readout, Pseudomonas aeruginosa enzyme; purified VIM-2, nitrocefin hydrolysis, epi-absorbance fluorescence; inhibition, % at 5.6 µM; 290,000 compounds, 0.89% hits; AID 1527, 2009;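 active means inhibition above the mean of all tested compounds plus 3 SD, cutoff set per screening run, cut at about 7.5% in these data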;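 further: red hydrolysis product quenches plate fluorescence so inhibitors raise well fluorescence; 0% = enzyme with DMSO and 100% = DMSO without enzyme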
IDE act = human IDE activators in live cells, primary screen, fluorescence polarization, HEK cells, FAbeta-B substrate; Insulin-degrading enzyme (Homo sapiens), P14735; 340,000 compounds, 0.073% hits; FAbeta-B cleavage; 0% vehicle, 100% cell-free pure enzyme wells; AID 493087, 2011; activation, % at 5.96 µM;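 active means activation above the mean of all tested compounds plus 3 SD, set per screening campaign, cut at about 17% in these data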
GPR7 antagonist = GPR7 receptor antagonists, primary screen, cell-based, fluorescence, single concentration; GPR7-expressing cells, fluorescence antagonist assay; inhibition, % at 4.4 µM; AID 1861, 2009; 290,000 compounds, 1.1% hits; Neuropeptides B/W receptor type 1 (Homo sapiens), P48145; in the data active means inhibition above about 16%, passing the limit was not always enough;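 further: cells stimulated with the agonist NPW; 0% = agonist with vehicle and 100% = vehicle without agonist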
Target sequence (P48145 whole entry, looked up): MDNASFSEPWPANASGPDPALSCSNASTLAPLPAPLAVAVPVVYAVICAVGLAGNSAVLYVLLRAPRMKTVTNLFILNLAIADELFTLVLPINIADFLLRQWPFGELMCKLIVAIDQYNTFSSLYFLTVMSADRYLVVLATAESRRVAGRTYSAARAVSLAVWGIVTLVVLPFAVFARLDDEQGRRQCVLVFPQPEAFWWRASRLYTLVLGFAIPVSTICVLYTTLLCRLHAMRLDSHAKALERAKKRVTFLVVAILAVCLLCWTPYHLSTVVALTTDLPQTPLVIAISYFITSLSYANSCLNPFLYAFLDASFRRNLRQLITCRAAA
PfM18AAP inh = PfM18AAP inhibitors, malaria aminopeptidase, primary screen, biochemical, QFRET, recombinant enzyme. H-Glu-NHMec fluorogenic cleavage. inhibition, % at 7.35 µM. 290,000 compounds, 1.2% hits. AID 1822, 2009;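 active means inhibition above the campaign mean inhibition over all tested compounds plus 3 SD, cut at about 28% in these data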;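 further: 0% = plate median of test compound wells and 100% = 2 mM ZnCl2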
IMP-1 inhibitor = IMP-1 metallo-beta-lactamase inhibitors, primary screen, biochemical, epi-absorbance readout, Pseudomonas aeruginosa enzyme; metallo-beta-lactamase IMP-1 (Pseudomonas aeruginosa); purified IMP-1, nitrocefin hydrolysis, epi-absorbance fluorescence; inhibition, % at 5.6 µM; 290,000 compounds, 0.45% hits; AID 1556, 2009;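 active means inhibition above the mean plus 3 SD of all compounds in the same screening run, cut at about 4.5% in these data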;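 further: 0% = IMP-1 with DMSO and 100% = DMSO wells lacking enzyme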
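System – purified recombinant IMP-1 beta-lactamase · Input – IMP-1 dispensed at 0.2 nM · Timing – 15 min preincubation plus 25 min reaction at 25 °C · Signal – Epi-absorbance fluorescence, 480 nm excitation, 530 nm emission · Measure – percent IMP-1 inhibition derived from blank-referenced optical density · Controls – Enzyme-plus-DMSO low control, enzyme-free DMSO high control · Replication – singlicate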
IDE inh = human IDE inhibitors in live cells, primary screen, fluorescence polarization, HEK cells, FAbetaB substrate; 320,000 compounds, 0.41% hits; inhibition, % at 5.59 µM; Insulin-degrading enzyme (Homo sapiens), P14735; FAbetaB cleavage;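 active means percent inhibition above the average of all tested compounds plus 3 SD, set per screening campaign, cut at about 16% in these data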;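 further: IDE supplied by intact live HEK cells; FP after avidin binding of uncleaved biotin substrate so inhibition keeps polarization high; 0% = DMSO wells and 100% = 60 µM reference IDE inhibitor Ii1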
NALP1 yeast inh = NALP1 inflammasome inhibitors in reconstituted yeast, colorimetric, S. cerevisiae, triplicate retest; S. cerevisiae NALP1/ASC/caspase-1 growth, X-gal OD620, 72 h; inhibition, % at 10 µM; 280,000 compounds, 0.61% hits; in the data active means inhibition mostly above about 24%, no sharp cut-off; inactive means mostly below about 32%; further: some compounds called inactive have numbers as strong as hits
* hit, by the source's call; nt = no result given; & = joins results of further samples.

SMILES	PHOSPHO1 block	pCIP destab	VIM-2 inh	IDE act	GPR7 antagonist	PfM18AAP inh	IMP-1 inhibitor	IDE inh	NALP1 yeast inh
CC1CN(C(=O)COC(=O)c2cccs2)CC(C)O1 (centres undefined)	42	10	-1.1	9	4	-7	-2.3	4	20
CN1CCCCCC1=NC1=C(C#N)CCCC1	-9	4	-0.4	2	1	-3	-1.3	0	-1
CC(C)C(=O)NC(NC(=S)NC1CCS(=O)(=O)C1)C(Cl)(Cl)Cl (centres undefined)	-6	-3	-1.3	-2	-19	-2	-1.6	-1	22
CC(=O)C1=C(NC(=O)c2ccc(F)cc2)CC2C1C2(C)C (centres undefined)	-5	-16	-3.0	-4	-4	-1	-0.2	4	3
O=C(C1CC1)N1CCc2cc(Br)cc(S(=O)(=O)N3CCN(c4ccccn4)CC3)c21	11	-9	-2.4	2	10	5	-3.4	-3	36
Cc1cc(C)nc(SCC(=O)c2ccc(F)cc2)n1	27	0	0.9	0	-2	3	1.3	1	29
COC(=O)N/N=C/c1cc(OC)c(O)c([N+](=O)[O-])c1	21	-8	-2.5	1	-2	-1	-2.5	11	7
O=C(c1nnc(Cc2ccc(Cl)cc2)o1)N1CCOCC1	-6	0	-4.2	5	-21	0	-2.5	0	23
COC(=O)c1ccc(NC(=O)CSc2nnc(Cc3cccn3C)n2-c2ccc(F)cc2)cc1	2	5	1.5	5	11	15	0.5	-3	12
Cn1c(Br)nc2c1c(=O)n(CC(O)COc1ccccc1)c(=O)n2C (centres undefined)	-20	-4	-2.3	-6	-10	5	-2.9	-2	10
N#CCc1nn2c3c(cnc2c1C#N)C(=O)CCC3	25	-8	-2.4	1	-4	17	-2.0	9	13
O=[N+]([O-])c1ccc(Cl)c(S(=O)(=O)n2ccnc2)c1	24	9	-4.1	6	-17	3	-3.7	1	nt
Cc1ccc(C(=O)Nc2cccc(C(=O)N/N=C/c3ccc(F)cc3)c2)cc1	-24	-1	-2.6	-2	-4	-1	-0.3	4	3
Nc1nc2c(ncn2COC(CO)CO)c(=O)[nH]1	-6	1	2.2	5	-1	-7	-0.5	3	16
C/C(=N\NC(=O)c1ccc(Cn2cc(Br)cn2)o1)c1cccc(NC(=O)C(C)(C)C)c1	-8	-2	-1.3	5	-1	-6	-2.1	0	26
O=C(CSCc1ccc(Br)cc1)N1CCCC1	43	1	-2.5	2	-6	6	-2.4	3	-5
CC(=O)NS(=O)(=O)c1ccc(N)cc1	8	-4	-0.1	-2&6	-3	-4	-1.5	0&3	22
O=S(=O)(c1ccccc1)c1nc(-c2ccccc2)oc1NCCCN1CCOCC1	31	1	-2.5	3	-6	-1	-3.7	3	16
CCCNC(=O)COC(=O)CCC(=O)c1ccc(F)cc1	17	0	-6.8	-1	-14	3	-2.6	1	6
CC(C)C(NC(=O)C(NC(=O)C1OC2OC(C)(C)OC2C2OC(C)(C)OC12)C(C)C)C(=O)O (centres undefined)	14	10	-3.9	-2	-4	-4	-2.3	1	8

Full records from above. Values in the order: PHOSPHO1 block, pCIP destab, VIM-2 inh, IDE act, GPR7 antagonist, PfM18AAP inh, IMP-1 inhibitor, IDE inh, NALP1 yeast inh
CC(=O)NS(=O)(=O)c1ccc(N)cc1 is listed as 8, -4, -0.1, -2&6, -3, -4, -1.5, 0&3, 22
CC(=O)C1=C(NC(=O)c2ccc(F)cc2)CC2C1C2(C)C (centres undefined) is listed as -5, -16, -3.0, -4, -4, -1, -0.2, 4, 3

(more compounds)
SMILES	PHOSPHO1 block	pCIP destab	VIM-2 inh	IDE act	GPR7 antagonist	PfM18AAP inh	IMP-1 inhibitor	IDE inh	NALP1 yeast inh
Cc1cc(C)c(S(=O)(=O)Nc2cccc(-n3cnnn3)c2)c(C)c1	38	-12	-0.5	4	-14	2	-2.4	-8	-2
O=C(C(c1ccccc1)c1ccccc1)N1CCN(CCN2C(=O)c3cccc4cccc(c34)C2=O)CC1	-2	3	-2.3	6	-14	-2	-0.2	-7	30
COC(=O)c1sccc1-c1ccc(/C=N/OCc2c(Cl)cccc2Cl)o1	-5	-2	-3.4	-1	-10	-1	-2.5	1	-3
CCC1C(=O)N=C(SCC(=O)Nc2ccc(C)cc2)N(c2ccccc2)C1=O (centres undefined)	22	5	-0.6	2	-11	-4	-1.6	-7	17
Cc1ncc(CN2CCC(CO)(CCc3ccccc3)CC2)s1	10	3	-0.2	1	-18	-2	-1.7	1	11
CSCC[C@H](NC(=O)c1nn(C)c(=O)c2ccccc12)c1nc2ccccc2[nH]1	45	-10	-5.8	0	-17	4	-3.4	5	1
c1csc(CCNc2ncnc3sc4c(c23)CCC4)c1	7	-22	nt	-3	nt	nt	nt	0	-7
COc1ccc(C2(O)CCN(CC(=O)Nc3nc(-c4ccccc4)cs3)CC2)cc1	24	-16	-3.0	2	1	5	-2.3	-3	-3
O=C(c1cc(Cl)c(=O)n(Cc2ccccc2)c1)N1CCOCC1	32	-3	-8.1	3	-13	2	-2.2	2	-3
Cc1ccc(/C=N/Nc2cccc(C(=O)O)c2)s1	-3	-1	0.8	-4	-4	6	-1.3	1	29
O=C(CCCn1c(=S)[nH]c2ccsc2c1=O)NCCc1ccccc1	2	-11	-6.4	0	-3	-7	-1.9	1	5
C=CCN(Cc1nc(-c2ccccc2)no1)C(=O)c1ccoc1C	32	-4	-3.0	2	-2	5	-3.0	-5	7
CN1C(=O)c2ccc(N(C)C)cc2C1=O	4	16	-3.4	2	-6	6	-5.8	0	1
CCN(CC)C(=O)CN1CCC(n2c(C)nc3cc(C(F)(F)F)ccc32)CC1	7	-3	-1.0	3	-4	-13	1.5	4	-9
Cc1ccc(C)c(NC(=O)c2cnc3n(c2=O)CCS3)c1	16	-8	-2.1	3	0	4	-4.8	9	-6
CCOC(=O)N1CCN(C(=O)c2ccc(-n3c(C)ccc3C)cc2)CC1	-10	-10	1.5	-1	-7	-7	-3.2	0	19
C=CCOc1ccc(C2/C(=C(\O)c3c(C)[nH]c(C(=O)OC)c3C)C(=O)C(=O)N2CCN(C)C)cc1 (centres undefined)	4	-3	-3.4	1	6	5	-3.5	1	-11
O=C(O)C1CSC(c2coc3ccccc3c2=O)N1 (centres undefined)	-2	-10	4.4	-2	-12	29*	-1.2	7	19
COC(=O)c1cc(OC)c(OC)cc1NC(=O)CCc1ccc(C)o1	9	-5	-5.8	-3	-8	-1	-7.5	2	-3
Cc1cccc(-n2c(SCCC(=O)O)nnc2-c2cccs2)c1C	-25	-4	-2.3	7	-21	3	-3.9	-4	-1
CCCc1nnc(SCC(=O)N2CCCC(C)C2)n1CC1CCCO1 (centres undefined)	39	-3	-1.6	3	-7	-6	-2.8	2	6
CN1CCc2c1nc1ccccc1c2N (tested in a mixture with another compound)	nt	-18	0.7	5	6	-5	-4.1	3	14
C=CCn1c(SCc2csc(C)n2)nc2scc(-c3ccc(C)o3)c2c1=O	5	-3	-0.9	-2	-11	-37	-3.3	2	-9
Cc1cc2ccccc2n2c(SCC(=O)N3CCOCC3)nnc12	45	-15	8.0*	1	-10	-5	-3.6	5	-6
CSc1ccccc1-c1nc(-c2ccncc2)no1	27	-18	-0.1	4	-12	-5	0.2	3	21
Cc1cccc(CCNC(=O)c2cccc3c2C(=O)N(C2CCCCC2)C3)c1	40	11	-1.8	5	-48	3	-2.4	1	17
c1ccc(CSc2nnc3ccc(-c4cccs4)nn23)nc1	42	-8	-1.3	1	-11	-3	-1.6	-2	-23
CCN1CCN(c2ccc(NC(=O)CCc3c(C)nc4c(-c5ccc(F)cc5)c(C)nn4c3C)cc2)CC1	-26	5	0.8	4	12	5	-1.7	-4	11
CC(=O)N1CCN(S(=O)(=O)c2cccc(C(=O)Nc3cc(C(F)(F)F)ccc3N3CCOCC3)c2)CC1	-12	-8	0.8	-1	-2	3	-2.6	3	7
Cc1cccc(OCCC(=O)Nc2ccc(F)c(Cl)c2)c1	-1	-9	-1.5	3	-8	-14	-2.8	-3	27
Cc1ccccc1OCC(=O)N1N=C(c2cccnc2)CC1(O)C(F)(F)F (centres undefined)	-12	0	-7.4	-1	-16	-4	-5.1	1	14
O=C(O)c1cccnc1Nc1ccc(Cl)cc1	16	0	-0.6	2	-10	-8	-1.9	3	-2
CCN1C(=O)[C@H]2[C@@H](c3ccc(C)cc3)N3C(=O)N(c4cccc(F)c4)C(=O)[C@@]3(C)[C@H]2C1=O	15	-3	-1.7	-1	-14	2	-2.0	-6	21
COc1ccc(-c2csc(NC(=O)CC(NC(C)=O)c3ccccc3)n2)cc1OC (centres undefined)	20	-21	-1.2	2	-18	-3	-1.0	nt	3
CN(C)CCOC(C1CCCCC1)C1CCCCC1	-1	-7	-3.5	7	34*	0	-2.6	2	21
Cc1nc(N)c(C#N)c(-c2cccnc2)c1-c1ccccc1	33	-3	-1.5	-8	-7	2	-1.8	6	3
Cc1ccc(S(=O)(=O)CCc2nc3ccccc3s2)cc1C	2	-15	-2.5	4	-6	2	-2.5	-3	5
Nc1nn(S(=O)(=O)c2ccccc2)cc1-c1cccc([N+](=O)[O-])c1	5	7	-1.9	-2	0	-1	-2.4	0	15
CCC(=O)N1CCc2cc(Br)cc(S(=O)(=O)NCCCN(C)Cc3ccccc3)c21	28	-19	-2.2	3	6	-4	-1.1	-5	15
Cc1ccccc1OCC(=O)Nc1cccc(N(C)S(C)(=O)=O)c1	-2	-11	-1.4	-9	2	-1	-1.4	3	46
Brc1cc2c(cc1CN1CCc3ccccc3C1)OCO2	-10	-3	-3.6	-5	-13	3	-2.8	-2	8
CCOC(=O)Cc1csc(NC(=O)CSc2nnnn2-c2ccc(F)cc2)n1	32	7	-7.4	-2	-5	7	-3.5	2	33
Cc1c(C)n(C)c2ccc([N+](=O)[O-])cc12	-49	-2	-0.3	6	5	-6	-1.9	-5	4
CCOc1cccc(CN2CCCC(C(=O)Nc3cccc(-n4cccn4)c3)C2)c1 (centres undefined)	9	-2	-1.6	9	3	-1	-0.8	2	6
CCOC(=O)c1ccccc1NC(=O)CSc1nnnn1C	-8	-14	-1.2	-1	-3	9	-0.4	0	3
COc1cccc(C(Nc2ccccn2)c2c(NC(=O)c3ccco3)sc(C)c2C)c1 (centres undefined)	4	-2	-0.8	2	0	-1	1.6	-1	14
CC(=O)c1n[nH]nc1Nc1nc(C)cc(C)n1	-14	6	0.5	-1	0	-1	-2.5	-2	-2
O=C(NC1CC1)C1=C[C@@H](C2CC2)C[C@@H](OCc2ccc(CO)cc2)O1	35	-4	nt	-2	nt	nt	nt	-2	nt
CCc1cc[n+](/C(C(=S)Nc2cccc(C)c2)=C(/[O-])c2ccc(C)c([N+](=O)[O-])c2)cc1	-18	-21	-2.8	2	-6	1	-3.4	-3	17

Compound activity: PubChem, several laboratories
